# From PubChem BioAssay
# CaV13 FRET inh: Primary screen for inhibitors of IQ motif and Ca2+-dependent inactivation inhibitor domain binding in CACNA1D, Förster resonance energy transfer in living cells, …. actives 0.098% (n = 340,000). inhibition, % at 12.3 µM. HEK cells, CFP/YFP FRET ICDI-IQ, plate reader, 10 min; percent FRET-ratio fall versus neutral wells;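 active = mean replicate inhibition of at least 30% and at least 1% of replicates passing that level; inconclusive = only one of the two criteria is met; inactive = neither criterion is met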;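 note: 0% = median of the neutral control wells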
# Vif inh: inhibitors of HIV Vif; AID 602346; inhibition, % at 7.49 µM; HEK293T cells, Vif self-association by quenched fluorescence, imaging, 24 h; actives 0.35% (n = 340,000); in the data active = inhibition above about 50%, passing the limit was not always enough; inconclusive = no clear call, values can overlap the other calls; inactive = below about 31%; note: some results filed as inactive read as strong as hits
# Exocytosis inh: lytic granule exocytosis inhibition; actives 0.66% (n = 360,000); inhibition, % at 10 µM; TALL-104 LAMP-1 surface exposure, flow cytometry; cells stimulated with thapsigargin and PMA; AID 651702;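 active = inhibition above about 55%, limit read from the data; inconclusive = no clear call, values can overlap the other calls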
# HIF-2a inh: blocks HIF-2a reporter activity. 786-0 RCC cells HIF-2a reporter, luciferase luminescence, overnight. AID 624352. actives 0.72% (n = 360,000). inhibition, % at 18.8 µM;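 active = inhibition of the luminescence signal of 40% or more relative to plate controls, in a single-dose primary screen at 18.75 µM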
# PDI inh: blocks human protein disulfide isomerase activity. PDI insulin aggregation turbidity, A650, 90 min. inhibition, % at 10 µM. P07237. AID 588391. actives 0.052% (n = 350,000);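 active = mean inhibition across replicates of 30% or more, whatever share of single replicates reach that level; inconclusive = mean inhibition below 30% while every single replicate reaches 30%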;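 note: absorbance from insulin aggregation driven by PDI reduction with DTT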
# Target sequence (P07237 whole entry, looked up): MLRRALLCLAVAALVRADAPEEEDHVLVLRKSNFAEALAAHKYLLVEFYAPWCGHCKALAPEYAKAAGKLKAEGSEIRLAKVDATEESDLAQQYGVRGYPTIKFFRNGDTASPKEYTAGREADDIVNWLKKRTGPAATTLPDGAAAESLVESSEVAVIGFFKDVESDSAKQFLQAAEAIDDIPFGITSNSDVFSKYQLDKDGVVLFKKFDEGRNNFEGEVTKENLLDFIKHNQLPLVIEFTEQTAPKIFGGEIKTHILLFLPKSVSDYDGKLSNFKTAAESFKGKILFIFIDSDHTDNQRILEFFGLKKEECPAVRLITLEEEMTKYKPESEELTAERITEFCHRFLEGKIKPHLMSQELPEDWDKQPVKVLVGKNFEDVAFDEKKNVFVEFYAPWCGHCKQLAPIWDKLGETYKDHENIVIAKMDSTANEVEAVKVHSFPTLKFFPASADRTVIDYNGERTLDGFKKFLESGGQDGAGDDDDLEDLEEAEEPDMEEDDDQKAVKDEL
# NR2E3 ag-1: human photoreceptor-specific nuclear receptor agonism | Q9Y5X4 | CHO-S Gal4-NCOR/VP16-NR2E3 two-hybrid, luciferase | inhibition of corepressor binding, % at 3.98 µM | actives 0.35% (n = 360,000) | AID 602229;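 active = inhibition above the mean of all tested compounds plus 3 SD, cut at about 70% in these data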;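 note: 0% = DMSO with NR2E3 transfected cells and 100% = cells lacking NR2E3 construct; higher means lower luciferase signal from less NR2E3 corepressor binding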
# Target sequence (Q9Y5X4 whole entry, looked up, the tested form may be a part): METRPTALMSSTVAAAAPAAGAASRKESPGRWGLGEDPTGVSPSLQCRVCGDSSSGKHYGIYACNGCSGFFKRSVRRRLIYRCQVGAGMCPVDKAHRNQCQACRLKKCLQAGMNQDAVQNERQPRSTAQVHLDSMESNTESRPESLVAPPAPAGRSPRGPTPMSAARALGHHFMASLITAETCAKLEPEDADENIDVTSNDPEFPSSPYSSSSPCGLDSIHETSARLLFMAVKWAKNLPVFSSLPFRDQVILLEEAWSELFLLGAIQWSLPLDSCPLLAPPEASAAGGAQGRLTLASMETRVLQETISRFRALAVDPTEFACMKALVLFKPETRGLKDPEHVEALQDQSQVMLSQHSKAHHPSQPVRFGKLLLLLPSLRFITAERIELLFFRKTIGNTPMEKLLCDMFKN
# NR2E3 ag-2: NR2E3 (human) agonism. Q9Y5X4. GST-NR2E3/biotin-RetCOR TR-FRET, 1536-well. inhibition of corepressor binding, % at 4.78 µM. actives 0.12% (n = 320,000). AID 2300;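 active = percent inhibition above the cutoff of mean plus 3 SD of all tested compounds, set per screening campaign, cut at about 20% in these data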;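 note: 0% = DMSO wells and 100% = biotin wells as full block of FRET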
#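 System: GST-NR2E3 and biotin-RetCOR proteins; probe or stimulus: 7 nM biotin-RetCOR; doses: compound at 4.8 µM, single dose; schedule: Compound–protein incubation for 5 h at 4 °C; detection: time-resolved FRET; read-out: percent inhibition; controls: biotin wells as high control, 0.6% DMSO wells as low control; format: 1536-well plates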
# aDG glyco act: alpha-DG glycosylation activation; Pro5-aDG cells, alpha-DG glycosylation AlphaScreen (IIH6); 0% Pro5, 100% B10-LARGE cell signal; activation, % at 10 µM; actives 0.22% (n = 360,000);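 active = activation of at least 8% versus controls, or a plate z-score of at least 8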;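 note: Pro5 are CHO cells carrying HIG-tagged alpha-DG that lacks glycosylation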
# Peg3 promoter: reduces Peg3 promoter-driven luciferase expression in HeLa; HeLa PEG-Prom luciferase reporter, luminescence, overnight; inhibition, % at 20 µM; actives 1.7% (n = 360,000); AID 588405;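 active = inhibition of at least 50% at 20 µM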
# hiPSC survival: increases survival of single human iPS cells; hiPSC single-cell survival, ATPlite luminescence; 100% = ROCK inhibitor wells, 0% = DMSO; actives 0.044% (n = 360,000); survival enhancement, % at 20 µM; in the data active = survival enhancement above about 18%;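 note: cells exposed to compounds for 16 hours before the ATP read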
# MITF TRPM1 inh: inhibitors of MITF-driven TRPM1 promoter in melanoma cells; SK-MEL-5 TRPM1 promoter luciferase, 24 h; inhibition, % at 12.5 µM; actives 0.83% (n = 330,000); AID 488899;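 active = mean inhibition across replicates of 60% or more, whatever share of single replicates reaches that level; inconclusive = some that reach 60%, reason not given; inactive = mean inhibition across replicates below 60%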; note: values of inactives mirror those of a sister screen read the other way
# Numbers without * were called inactive; ? = inconclusive; · = not tested or not shown.
SMILES,CaV13 FRET inh,Vif inh,Exocytosis inh,HIF-2a inh,PDI inh,NR2E3 ag-1,NR2E3 ag-2,aDG glyco act,Peg3 promoter,hiPSC survival,MITF TRPM1 inh
CC1CN(C(=O)COC(=O)CSc2ccc([N+](=O)[O-])cc2)CC(C)O1 (stereo not given),-6,13,10,9,2,14,·,0.0,-4,4.5,3
CCC1=Nc2cc(C(=O)NCCN3CCCC3)ccc2Sc2ccccc21,-6,20,2,17,0,-5,0,0.5,-21,0.8,-10
C[C@H](CO)N1C[C@H](C)[C@@H](CN(C)C(=O)NC2CCCCC2)Oc2ccc(NS(=O)(=O)c3ccc(F)cc3)cc2C1=O,-10,1,-2,12,-1,-19,·,-0.2,-2,0.4,-4
CC(=O)Oc1ccc(N2C(=O)CCC2=O)cc1,·,·,14,19,-21,12,2,-0.2,2,0.6,12
COc1ccc(C2=NOC(C(=O)N3CCCc4ccccc43)C2)cc1 (stereo not given),-3,-9,1,-60,-3,-15,4,0.0,-43,-1.9,-25
Cc1ccc(C(=O)NCC(=O)Nc2cccc(S(=O)(=O)NC3=NCCCCC3)c2)cc1C,-3,-17,-2,8,-3,-8,3,0.0,1,-0.5,23
O=[N+]([O-])c1cccc(S(=O)(=O)Nc2ccc3cn[nH]c3c2)c1,-6,-5,8,13,9,-8,·,0.0,16,-1.3,21
O=C(c1ccco1)N1CCN(C(=O)N2c3ccccc3Sc3ccccc32)CC1,-8,?,2,32,6,17,8,0.2,-5,-2.4,52
Cc1ccc(C)c(N2CCN(C(=O)c3ccccc3Br)CC2)c1,-6,-8,1,22,-1,10,0,-0.2,19,-3.3,-4
COc1cc(NC(=O)c2cc3nc(-c4ccccc4)cc(-c4ccccc4)n3n2)cc(OC)c1OC,-8,-3,0,17,-6,-8,0,-0.2,57*,-1.3,3
COc1cccc(CNC(=O)C2CC(=O)N(C3CCCCC3)C2)c1 (stereo not given),-13,2,-19,1,5,13,-2,0.1,-17,0.9,1
Cc1ccc(C(=O)NCC(=O)OCC(=O)NC(C)C2CC3CCC2C3)cc1 (stereo not given),-4,-1,-2,7,-1,16,·,0.9,-3,0.0,6
COc1ccc(CN2CC34C=CC(O3)C(C(=O)O)C4C2=O)cc1 (stereo not given),-7,-5,1,7,·,-8,2,0.1,3,-1.7,·
CCN(CC(=O)Nc1cccc(C#N)c1)CC(=O)Nc1cccc(OC)c1,2,-9,-2,10,3,-22,2,0.5,11,0.8,-12
O=C1NC(=O)C(CC(=O)N(Cc2ccco2)C2(C(=O)NC3CCCC3)CCCCC2)N1 (stereo not given),·,·,11,10,10,-15,2,0.3,-2,-0.2,0
O=[N+]([O-])c1c(NCCCO)cc(N2CCN(Cc3ccc4c(c3)OCO4)CC2)c2nonc12,-14,-1,2,12,-3,-3,2,0.4,13,3.3,-1
CCOC(=O)CNc1ccc(C(=O)OCC)cc1[N+](=O)[O-],-3,-4,0,3,3,15,1,-0.2,-2,-1.8,-3
O=C(CSc1nc(-c2ccccc2)nc2ccc(F)cc12)Nc1ccc(C(=O)O)cc1,-4,-1,3,14,-5,-6,1,1.8,4,0.3,-3
CC/C(=N/NS(=O)(=O)c1ccc(Cl)cc1)c1ccc(O)cc1,-6,8,-3,8,-2,7,-4,-0.1,6,11,-1
CCC(C)[C@H](NC(=O)NCc1cccnc1)C(=O)OC (stereo not given in full),-4,-4,7,2,-3,-3,-3,0.1,4,-0.4,-5
O=C1CC(c2cc([N+](=O)[O-])ccc2Cl)c2c(ccc3ccccc23)N1 (stereo not given),-4,-3,1,13,-1,-24,-4,-0.2,29,0.5,12
O=C(Nc1ccc(F)cc1F)Nc1sccc1-c1nc2ccccc2s1,-5,21,10,3,5,3,-3,0.3,-1,-0.8,2
O=C(NCc1ccccc1)C(=O)Nc1nc(C23CC4CC(CC(C4)C2)C3)cs1,-2,-2,16,10,1,13,-1,0.0,24,-0.9,-4
OC(c1ccccc1)c1ncc(-c2ccccc2F)[nH]1 (stereo not given),-5,-2,-3,-209,6,-55,·,-0.1,-300,-0.7,·
COC(=O)C1SCC2C(=O)N(Cc3cccc(C)c3)CC(=O)N21 (stereo not given),-4,128*,8,15,-1,-20,2,-0.3,7,5.1,-13
COc1cccc(-n2cc(C(=O)NC(C)C)c3ccccc3c2=O)c1,-3,-4,-12,12,-11,-11,-1,0.0,-2,-0.3,-5
CC(=O)Nc1ccc(S(=O)(=O)NCCC(=O)NCC2COc3ccccc3O2)cc1 (stereo not given),-3,5,-5,11,5,-3,-2,-0.1,17,0.0,13
COc1cccc(C=Nc2ccc3c(c2)OCCO3)c1O,·,9,-1,12,-3,74*,1,-0.1,-50,-2.7,15
CCCCN(CC)CCCNC(=O)CN1C(=O)CSc2ccc(S(=O)(=O)N3CCOCC3)cc21,-6,19,-3,19,-2,-16,-1,-0.1,13,-0.4,-2
COc1ccc(NC(=S)N2CCN(CCN3C(=O)c4cccc5cccc(c45)C3=O)CC2)cc1,8,0,-1,24,-3,-8,4,-0.1,26,-0.5,10
COc1cc2c(cc1OC)C(c1cccc([N+](=O)[O-])c1)N(C(=O)CCC(=O)O)CC2 (stereo not given),-19,17,34,5,0,7,-1,0.0,16,-0.6,18
CCCCCCC1CC(CC(=O)Nc2ccc([N+](=O)[O-])cc2)C(=O)O1 (stereo not given),-5,-19,-1,8,-3,20,-3,0.4,17,1.5,6
COc1cc2c(C(=O)NCCCOC(C)C)cn(CC(C)C)c(=O)c2cc1OC,-5,18,3,12,10,-32,-3,-0.1,17,-1.1,1
O=C(/C=C/c1ccccc1)C1=C(O)C(=O)N(CCO)C1c1ccccc1[N+](=O)[O-] (stereo not given),-19,-3,-1,-48,0,-8,3,-0.3,-18,-1.4,7
Cc1c(C(C)CCCO)oc(=O)c2c1Oc1c(C)c(C(C)C[C@H](C)O)oc(=O)c1C2 (stereo not given in full),-11,·,29,-31,0,9,0,-0.3,-46,1.8,-3
CNc1c(NS(=O)(=O)c2ccc(CC(C)C)cc2)c(=O)oc2ccccc12,-3,-7,6,15,-7,-6,2,0.1,15,1.3,4
O=C(Nc1ccccc1)Nc1cccc(-c2cn3cccnc3n2)c1,-1,-6,-1,-67,-5,-7,4,0.1,-83,1.1,-62
COCCOC(=O)CC1=NC(=O)CS1,-5,21,14,8,-5,-10,-2,0.1,7,1.9,5
O=C(CC1(O)C(=O)Nc2ccccc21)c1cccc(Br)c1 (stereo not given),-6,2,-10,11,-1,-6,4,0.2,12,-1.7,7
CN(Cc1ccccc1)CC1C2CCC(C2)C1O (stereo not given),-15,-1,0,19,1,-1,·,-0.3,3,0.1,-3
CC(C)Nc1nc(-c2ccccc2F)c2sc(-c3ccccc3)cc2n1,-5,8,-4,-41,12,-24,·,0.0,6,4.8,·
CCc1nonc1NC(=O)c1oc2ccc(C)cc2c1C,-3,-2,-1,-230,-2,-15,-3,0.2,-172,-0.2,-60
COC(=O)c1ccc(OCC2NCCc3cc(OC)c(OC)cc32)cc1 (stereo not given),·,0,0,11,8,19,4,-0.3,-27,-0.5,-10
Cc1ccc(-c2c(C#N)c(N)nc3c2CCCCC3)o1,-9,-4,1,29,1,-31,4,0.0,-11,2.5,7
O=C(CNC(=O)C1CC1)Nc1ccc(F)c(F)c1F,-5,5,15,13,-5,-23,·,-0.1,0,-0.5,-3
CCN(C(=O)c1cc2c(=O)n3cccc(C)c3nc2s1)C1CCCCC1,-2,-9,-6,-158,-1,-18,2,0.1,-142,-0.4,-24
NC(=O)CCC(C(=O)O)N1C(=O)c2ccc(O)cc2C1=O (stereo not given),-6,1,-1,-17,3,-15,3,0.1,-29,0.6,1
CCN(CC)S(=O)(=O)c1ccc(N2CCCCC2)c(NC(=O)C2CSC3(C)CCC(=O)N23)c1 (stereo not given),-10,-5,1,9,9,-33,·,-0.3,1,1.1,·

# Compound profiles, from the list above. Values in the order: CaV13 FRET inh, Vif inh, Exocytosis inh, HIF-2a inh, PDI inh, NR2E3 ag-1, NR2E3 ag-2, aDG glyco act, Peg3 promoter, hiPSC survival, MITF TRPM1 inh
# Results for `COC(=O)c1ccc(OCC2NCCc3cc(OC)c(OC)cc32)cc1` (stereo not given) → ·, 0, 0, 11, 8, 19, 4, -0.3, -27, -0.5, -10
# Results for `Cc1ccc(-c2c(C#N)c(N)nc3c2CCCCC3)o1` → -9, -4, 1, 29, 1, -31, 4, 0.0, -11, 2.5, 7
# Results for `CCc1nonc1NC(=O)c1oc2ccc(C)cc2c1C` → -3, -2, -1, -230, -2, -15, -3, 0.2, -172, -0.2, -60
# Results for `CN(Cc1ccccc1)CC1C2CCC(C2)C1O` (stereo not given) → -15, -1, 0, 19, 1, -1, ·, -0.3, 3, 0.1, -3

# Next part.
SMILES,CaV13 FRET inh,Vif inh,Exocytosis inh,HIF-2a inh,PDI inh,NR2E3 ag-1,NR2E3 ag-2,aDG glyco act,Peg3 promoter,hiPSC survival,MITF TRPM1 inh
Cc1ccc(S(=O)(=O)N(C)c2ccccc2C(=O)N2CCCC2)cc1,·,8,-10,13,5,5,1,0.0,4,1.2,3
CCOc1ccc(S(=O)(=O)n2nc(C)c(S(=O)(=O)N3CCOCC3)c2C)cc1,-16,-22,-2,11,-1,-10,1,-0.1,-9,-0.3,1
COc1cc(NC2c3ccccc3C(=O)N2Cc2ccc3c(c2)OCO3)cc(OC)c1OC (stereo not given),-6,9,-1,1,·,-36,1,-0.2,3,-0.1,·
CCOc1ccc(CNC(=O)CCC(=O)N2Cc3cccc(OC)c3Oc3ncccc32)cc1,-6,-8,-6,11,8,4,-2,-0.1,19,-0.1,-8
COC(=O)c1[nH]c2ccccc2c1NC(=O)CN1CCC(C(N)=O)(N2CCCCC2)CC1,·,12,3,16,-8,3,3,-0.5,27,0.8,14
Cc1ccn2c(NC3CCCC3)c(-c3cccs3)nc2c1,-4,-5,13,-142,-15,-13,0,0.7,-60,0.6,-7
COc1ccc(C(=O)Nc2cccc(/C=C/c3nc4ccccc4c(=O)[nH]3)c2)cc1,-4,-12,2,-51,-5,-16,-3,-0.2,28,0.3,32
COC(=O)C(NS(C)(=O)=O)(c1c(C)[nH]c2ccccc12)C(F)(F)F (stereo not given),-3,11,-1,15,2,8,1,-0.2,9,2.0,-5
CC(=O)c1cc(C#N)c(Oc2cccc(C(F)(F)F)c2)nc1C,-5,2,-1,-58,7,-16,2,-0.1,-38,-1.6,-20
COc1cccc(C2CC(c3ccccc3OC)n3nc(N)nc3N2)c1 (stereo not given),-2,-7,-3,12,·,5,-3,0.2,7,-1.3,·
COc1ccc(OCCCCN(C)Cc2ccccc2)cc1,0,25,0,-15,7,2,0,0.1,9,-0.5,-6
COc1ccc(C(=O)Nc2nccs2)cc1,-2,3,-13,-264,12,-69,-1,0.0,-259,-0.6,-52
